IDE cell inh – cellular human IDE inhibition | P14735 | HEK cells, FAbetaB cleavage, fluorescence polarization | inhibition, % at 5.59 µM | hit rate 0.41% among 320,000 | AID 434962;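 active means percent inhibition above the average of all tested compounds plus 3 SD, set per screening campaign, cut at about 16% in these data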;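 further: IDE supplied by intact live HEK cells; FP after avidin binding of uncleaved biotin substrate so inhibition keeps polarization high; 0% = DMSO wells and 100% = 60 µM reference IDE inhibitor Ii1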
pCIP destab – lowers stability of the mouse p/CIP coactivator protein; Q05BA5; F442A p/CIP-EGFP cells, EGFP fluorescence, 16 h; decrease of EGFP signal, % at 10 µM; hit rate 0.01% among 290,000; AID 1984;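 active means EGFP signal decrease of at least 30% at 10 µM or well 3 SD below plate mean, unless failing retest; inactive means the rest, including hits failing retest or dose response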; further: some compounds called inactive have numbers as strong as hits; many of its hits are not listed in these tables
Target sequence (Q05BA5 1-1403): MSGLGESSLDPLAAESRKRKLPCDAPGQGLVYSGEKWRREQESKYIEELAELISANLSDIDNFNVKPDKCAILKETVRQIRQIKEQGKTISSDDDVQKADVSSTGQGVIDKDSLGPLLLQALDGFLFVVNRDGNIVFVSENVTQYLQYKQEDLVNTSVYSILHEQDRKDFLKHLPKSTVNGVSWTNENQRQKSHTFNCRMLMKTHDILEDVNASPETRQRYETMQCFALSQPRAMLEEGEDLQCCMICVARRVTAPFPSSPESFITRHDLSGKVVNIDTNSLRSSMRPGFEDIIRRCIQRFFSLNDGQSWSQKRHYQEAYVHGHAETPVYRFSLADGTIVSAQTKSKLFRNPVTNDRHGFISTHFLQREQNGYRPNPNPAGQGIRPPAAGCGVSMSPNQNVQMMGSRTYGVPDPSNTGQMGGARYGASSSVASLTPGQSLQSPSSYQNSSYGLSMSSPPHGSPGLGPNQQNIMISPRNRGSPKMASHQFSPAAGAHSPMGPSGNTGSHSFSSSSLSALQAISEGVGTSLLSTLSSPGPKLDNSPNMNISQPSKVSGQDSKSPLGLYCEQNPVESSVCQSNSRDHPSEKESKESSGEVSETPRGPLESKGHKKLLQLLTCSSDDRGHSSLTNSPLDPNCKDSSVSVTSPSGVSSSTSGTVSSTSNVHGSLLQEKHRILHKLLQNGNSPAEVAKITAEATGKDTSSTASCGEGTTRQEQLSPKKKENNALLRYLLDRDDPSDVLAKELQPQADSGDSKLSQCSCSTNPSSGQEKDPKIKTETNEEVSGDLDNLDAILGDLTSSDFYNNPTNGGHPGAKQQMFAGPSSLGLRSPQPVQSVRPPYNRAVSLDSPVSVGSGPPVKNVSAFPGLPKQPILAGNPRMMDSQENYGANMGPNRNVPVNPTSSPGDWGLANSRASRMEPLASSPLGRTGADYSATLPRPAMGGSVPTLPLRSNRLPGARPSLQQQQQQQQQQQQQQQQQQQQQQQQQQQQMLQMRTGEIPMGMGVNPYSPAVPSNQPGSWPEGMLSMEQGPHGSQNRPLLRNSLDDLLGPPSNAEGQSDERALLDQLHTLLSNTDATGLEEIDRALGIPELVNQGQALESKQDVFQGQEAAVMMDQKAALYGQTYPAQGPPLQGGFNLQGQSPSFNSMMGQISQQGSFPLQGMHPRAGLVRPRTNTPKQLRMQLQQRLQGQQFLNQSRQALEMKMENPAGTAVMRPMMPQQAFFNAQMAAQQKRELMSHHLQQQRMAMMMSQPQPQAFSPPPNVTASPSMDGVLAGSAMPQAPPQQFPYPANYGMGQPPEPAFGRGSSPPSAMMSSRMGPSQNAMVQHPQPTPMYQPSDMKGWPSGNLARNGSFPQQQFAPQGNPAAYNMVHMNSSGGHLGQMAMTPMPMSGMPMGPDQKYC
M18AAP inhibitor – PfM18AAP enzyme inhibition | inhibition, % at 7.35 µM | hit rate 1.2% among 290,000 | recombinant PfM18AAP, H-Glu-NHMec fluorogenic cleavage;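 active means inhibition above the campaign mean inhibition over all tested compounds plus 3 SD, cut at about 28% in these data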;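 further: 0% = plate median of test compound wells and 100% = 2 mM ZnCl2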
SUMO HTRF inh – SUMOylation inhibition; P63279; HTRF SUMOylation assay, SAE1/SAE2 + UBC9, in vitro; inhibition, % at 35 µM; hit rate 0.36% among 290,000; in the data active means inhibition above about 50%, passing the limit was not always enough; further: strong numbers were not always called active
FID counter – fluorescent intercalator displacement, NS3 helicase counter-screen; DNA fluorescent intercalator displacement, fluorescence; inhibition, % at 7.9 µM; hit rate 0.17% among 290,000; AID 1845; in the data active means inhibition above about 37%;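 further: 0% = vehicle and 100% = reference compound; higher means more ethidium bromide displaced from hairpin DNA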
VIM-2 inh – inhibitors of Pseudomonas aeruginosa VIM-2 metallo-beta-lactamase; purified VIM-2, nitrocefin hydrolysis, epi-absorbance fluorescence; inhibition, % at 5.6 µM; hit rate 0.89% among 290,000; AID 1527;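 active means inhibition above the mean of all tested compounds plus 3 SD, cutoff set per screening run, cut at about 7.5% in these data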;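 further: red hydrolysis product quenches plate fluorescence so inhibitors raise well fluorescence; 0% = enzyme with DMSO and 100% = DMSO without enzyme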
HCV NS3 hel inh – inhibitors of Hepatitis C virus NS3 helicase; NS3 helicase DNA unwinding, Cy5 molecular beacon fluorescence; inhibition, % at 10.9 µM; hit rate 0.56% among 290,000;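 active means inhibition above the mean of all tested compounds plus 3 SD, set per campaign, cut at about 35% in these data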;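 further: 0% = DMSO wells and 100% = thioflavine S control wells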
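Test system: hepatitis C virus NS3 helicase domain fragment enzyme. Also added: annealed dual-labelled DNA beacon duplex, ATP-started. Timing: 60 min unwinding reaction at 25 °C after ATP addition. Technique: Cy5 fluorescence. Measure: % inhibition of unwinding.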
IMP-1 inh – inhibitors of Pseudomonas aeruginosa IMP-1 metallo-beta-lactamase | purified IMP-1, nitrocefin hydrolysis, epi-absorbance fluorescence | inhibition, % at 5.6 µM | hit rate 0.45% among 290,000 | AID 1556;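 active means inhibition above the mean plus 3 SD of all compounds in the same screening run, cut at about 4.5% in these data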;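 further: 0% = IMP-1 with DMSO and 100% = DMSO wells lacking enzyme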
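System – purified recombinant IMP-1 beta-lactamase · Input – IMP-1 dispensed at 0.2 nM · Timing – 15 min preincubation plus 25 min reaction at 25 °C · Signal – Epi-absorbance fluorescence, 480 nm excitation, 530 nm emission · Measure – percent IMP-1 inhibition derived from blank-referenced optical density · Controls – Enzyme-plus-DMSO low control, enzyme-free DMSO high control · Replication – singlicate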
IDE cell activ – IDE (human) activation, cell-based; activation, % at 5.96 µM; hit rate 0.073% among 340,000; AID 493087; P14735; HEK cells, FAbeta-B cleavage, fluorescence polarization; 0% vehicle, 100% cell-free pure enzyme wells;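 active means activation above the mean of all tested compounds plus 3 SD, set per screening campaign, cut at about 17% in these data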
Starred values were filed as active, the others as inactive; · = not tested or not shown. Rows are unselected. Share with any hit: about 3.6%.

SMILES	IDE cell inh	pCIP destab	M18AAP inhibitor	SUMO HTRF inh	FID counter	VIM-2 inh	HCV NS3 hel inh	IMP-1 inh	IDE cell activ
CCOCCOC(=O)CCSc1n[nH]c(=O)[nH]c1=O	2	-18	-1	6	-3	-2.1	-6	-0.2	0
COC(=O)Nc1ccc(S(=O)(=O)Nc2ccc(O)cc2)cc1	0	-7	-7	7	-1	-3.2	2	-2.7	6
COC(=O)COc1ccc(S(=O)(=O)NC2CCCCCC2)cc1	-5	-1	4	6	-5	-2.1	1	1.3	5
COCC(C)N=C1NN=C(c2cc(C)n(Cc3ccccc3Cl)c2C)CS1 (stereo unspecified)	2	-10	8	12	4	-3.5	-6	-2.6	-5
CCCCN(C)CCC(=O)Nc1ccc(Cl)cc1	-1	-7	-5	-11	0	-3.0	-7	-3.9	5
CN(C)C1=NC(=O)/C(=C/c2ccc(-c3ccc(S(N)(=O)=O)cc3)o2)S1	-4	-4	2	24	-3	5.7	16	-0.7	·
COc1ccc(OC)c2sc(NC(=O)C3CC3)nc12	1	-3	7	21	1	-3.0	-2	-3.8	-1
COc1ccccc1NC(=S)N(CCN1CCCCCC1)Cc1cccs1	1	-11	-2	-3	9	-3.6	11	-4.0	7
Cc1nccn1CCCNC(=O)CC1C(=O)NCCN1Cc1ccccc1C(F)(F)F (stereo unspecified)	-4	-4	1	12	-3	-1.1	-1	-3.0	13
CNC(=O)CN1C(=O)C2C3C=CC(C3)C2C1=O (stereo unspecified)	-4	-2	8	6	2	-0.3	-5	1.9	-2
CC(=O)c1ccc(NC(=O)C2=CC(c3cccs3)=NS(=O)(=O)N2C)cc1	-3	4	4	·	-3	-0.8	1	-1.9	4
CCOP(=O)(c1ccccc1)C1(C#N)CCCC1 (stereo unspecified)	1	-11	1	20	0	0.7	4	1.5	2
COc1cc(/C=N/Nc2ccc(C(F)(F)F)cn2)cc(OC)c1O	·	1	17	-14	-2	0.7	-7	-6.9	10
COc1ccc(C(=O)Nc2ccc3c(c2)C(=O)N(C)C3=O)cc1OC	4	-1	13	8	-3	-2.1	-2	-3.7	4
CSc1snc(SCC(N)=O)c1C#N	5	-2	1	-2	3	-0.7	1	-4.3	2
CC1(C)Cc2nc(NCCCO)c(C#N)cc2CO1	1	7	-8	31	3	-5.7	0	-0.9	-3
CCCC(=O)Nc1cc(OC)c(OC)cc1C(=O)O	-1	-18	2	27	4	-2.5	6	-2.2	-4
CCOc1ccc(CN(C)C(=O)c2ccc(=O)[nH]c2)cc1	5	5	-4	9	-3	0.8	14	-2.1	2
O=c1c2ccccc2n(CC(O)CN2CCCCC2)c2ccccc12 (stereo unspecified)	4	-2	-3	21	8	-1.0	-4	-1.0	·
CNC(=O)c1sc(N2N=C3/C(=C/c4ccccc4)CCCC3C2c2ccccc2)nc1C (stereo unspecified)	7	13	-1	13	-8	-4.3	4	-2.8	-3
Cc1ccc(N2CCN(S(=O)(=O)c3ccc(F)c(C)c3)CC2)c(C)c1	-5	-4	3	-11	-4	-2.0	-8	-4.2	4
COC(=O)c1ccc(S(=O)(=O)N2CCCN(Cc3ccccc3)CC2)n1C	-1	-6	-1	12	4	-2.1	-2	-2.8	3
Cc1ccc(OCCCCCN2CCOCC2)cc1	·	-6	-11	13	-2	-1.8	-6	-0.8	4
Cc1cc(C=O)c(C)n1-c1sc2c(c1C(=O)O)CCCC2	-3	-8	-1	8	-16	-1.7	-9	-3.1	2
CCCCCC(=O)NC(=S)Nc1cccc(-c2nc3ncccc3o2)c1	4	0	-6	7	-3	-0.8	-8	-2.0	·
COc1ccc(-c2noc(C3CCCN(C(=O)c4c(F)cccc4F)C3)n2)cc1OC (stereo unspecified)	-3	-6	-4	6	-38	0.2	-4	-5.8	3
O=C(CN(C(=O)c1csnn1)c1cccc(C(F)(F)F)c1)NCCc1ccccc1	1	-4	-2	-1	-26	-1.6	-6	-1.3	2
O=C(Nc1cnc2ccccn2c1=O)c1ccc(Cl)cc1Cl	7	-15	9	14	3	-4.4	7	-2.2	3
CC1CCN(S(=O)(=O)N2CCC(C(=O)NCc3ccc4c(c3)OCO4)CC2)CC1	-4	2	-1	7	-29	-0.3	4	0.0	-4
Cc1onc(-c2ccccc2)c1C(=O)NNC(=S)NC(=O)/C=C/c1cccs1	3	-2	10	-84	-3	-3.0	12	-4.7	5
COc1ccc(C(CNC(=O)C(CCSC)NC(=O)c2ccccc2OC)N2CCCCC2)cc1 (stereo unspecified)	0	-2	-7	-3	8	-3.6	-38	-4.3	1
COc1cccc2cc(-c3cn4cccc(C)c4n3)c(=O)oc12	-4	·	-1	·	-2	-0.8	5	-5.8	6
COc1ccc(OC)c(CNC(=O)C2CCN(S(=O)(=O)N3CCC(C)CC3)CC2)c1	4	-1	0	-2	-48	-2.3	1	-2.0	5
CCCCOc1ccc(C(=O)OC2CC(C)N(C)CC2C)cc1 (stereo unspecified)	6	-14	0	2	15	-2.5	-23	-5.7	-7
O=C(O)CCc1ccc(-c2cccs2)n1CC1CCCO1 (stereo unspecified)	5	-11	-3	10	-15	-1.4	11	0.5	2
COc1ccc(C(=O)Nc2ccc(N3CCCC3)cc2)cc1Br	-2	-17	12	6	-2	-0.9	-25	-0.8	-14

Record cards (already shown). Values in the order: IDE cell inh | pCIP destab | M18AAP inhibitor | SUMO HTRF inh | FID counter | VIM-2 inh | HCV NS3 hel inh | IMP-1 inh | IDE cell activ
`COc1cccc2cc(-c3cn4cccc(C)c4n3)c(=O)oc12` as listed: -4 | · | -1 | · | -2 | -0.8 | 5 | -5.8 | 6
`COc1ccc(C(=O)Nc2ccc(N3CCCC3)cc2)cc1Br` as listed: -2 | -17 | 12 | 6 | -2 | -0.9 | -25 | -0.8 | -14

Three entries picked at random from those above, as already listed:
SMILES	IDE cell inh	pCIP destab	M18AAP inhibitor	SUMO HTRF inh	FID counter	VIM-2 inh	HCV NS3 hel inh	IMP-1 inh	IDE cell activ
O=C(O)CCc1ccc(-c2cccs2)n1CC1CCCO1 (stereo unspecified)	5	-11	-3	10	-15	-1.4	11	0.5	2
Cc1onc(-c2ccccc2)c1C(=O)NNC(=S)NC(=O)/C=C/c1cccs1	3	-2	10	-84	-3	-3.0	12	-4.7	5
COc1ccc(C(=O)Nc2ccc3c(c2)C(=O)N(C)C3=O)cc1OC	4	-1	13	8	-3	-2.1	-2	-3.7	4

Further results follow:
SMILES	IDE cell inh	pCIP destab	M18AAP inhibitor	SUMO HTRF inh	FID counter	VIM-2 inh	HCV NS3 hel inh	IMP-1 inh	IDE cell activ
CSc1c[n+]2c(n1C)CCC2	6	-1	5	12	-1	-1.5	3	-2.7	-2
CN(Cc1ccccc1)c1cc(Cl)nc(N)n1	-2	4	5	-3	1	-2.6	-6	-1.6	3
CC1CN(CC(=O)NCc2ccc(F)cc2)CC(C)O1 (stereo unspecified)	-1	3	-3	-6	-6	-1.1	-6	-2.2	3
CC(=O)N1c2ccc(S(=O)(=O)N(C)CC(=O)NC3CCCCC3C)cc2CC1C (stereo unspecified)	4	-3	1	·	-35	-0.9	14	-2.3	-2
Cc1ccc(-n2c(C)cc(C(=O)COC(=O)c3c(C)noc3C)c2C)cc1	-3	0	-8	-1	-11	2.0	-2	0.6	5
CCOC(=O)N1CCN(CC(=O)N2c3ccccc3Sc3ccccc32)CC1	3	-8	5	5	-46	-1.9	-4	-2.6	-5
Cc1ccc2cc(C)c3nnc(SCC(=O)Nc4nc5c(s4)CCCC5)n3c2c1	·	-15	0	-6	-6	-1.4	0	-2.3	·
O=C(Nc1ccncc1)c1cccc2ccccc12	4	6	1	9	-1	-0.1	-12	-2.2	4
Cc1nc(-c2ccc(NC(=O)c3cccs3)cc2)cs1	3	-6	10	14	-9	-4.1	7	-1.3	0
Fc1ccc(/C=N/NC(=S)Nc2ccc(Cl)cc2)cc1F	-1	3	7	10	-5	-4.5	13	-4.6	1
Cc1cc(/C(=N/O)C(C)(C)NO)ccc1Cl	1	-3	2	0	0	-1.7	14	-3.9	1
CC(=O)n1c2c(c3ccccc31)OC(N)=C(C#N)C2c1ccc(C(C)C)cc1 (stereo unspecified)	12	-8	-1	4	-11	-2.3	9	0.3	-4
CC1(C)CC(=O)C(C2C3=C(CC(C)(C)CC3=O)Oc3ccccc32)C(=O)C1 (stereo unspecified)	5	-52	8	15	-9	-0.4	8	-0.8	6
Nc1cc(OC(=O)c2c(F)cccc2Cl)nn1S(=O)(=O)c1ccccc1	-3	-12	-6	1	-9	1.9	-6	-1.9	2
Cn1cccc1CC(=O)N/N=C/c1ccc([N+](=O)[O-])cc1	0	-6	5	20	-4	-2.9	0	-1.0	·
CCCNC(=O)c1ccc2c(=O)n3c(-c4ccc(C)cc4)csc3nc2c1	2	0	·	-6	·	·	·	·	0
COc1ccc(NCc2nnc(SCc3ccc(Cl)cc3)n2-c2ccccc2)cc1	1	-16	-6	-9	-22	-1.4	-26	0.3	4
O=C(COC(=O)Cc1c[nH]c2ccccc12)Nc1ccccc1	0	16	1	-11	1	-1.3	-6	-1.3	6
Cc1ccc(C(=O)NCC(=O)N2CCc3ccccc3C2)cc1C	7	2	-5	-4	-24	-2.4	-10	-2.0	2
O=C(CN(c1ccc(F)cc1)S(=O)(=O)c1ccc2c(c1)OCCO2)N1CCOCC1	0	-4	3	-1	-4	2.5	-3	-1.0	8
Cc1ccc(S(=O)(=O)N(C)C)cc1NC(=O)C(C)NC(C)c1cccs1 (stereo unspecified)	-6	-4	5	-15	-12	0.5	13	-0.6	3
O=C(CSc1nc2c(c(=O)[nH]1)CCC2)Nc1cccc(Cl)c1	3	0	-8	10	-12	-1.8	9	-0.8	0
COc1ccc(C(=O)Nc2ccccc2C(=O)N/N=C/c2ccncc2)cc1OC	1	-7	-13	20	-23	1.5	-5	-1.9	4
CCc1ccccc1N1CCN(S(=O)(=O)c2ccc(F)c(C)c2)CC1	1	-7	1	-25	-2	-1.5	6	-3.6	2
COCCN(C(=O)c1ccccc1OC)c1nnc(C)s1	-4	-2	-6	0	-6	-2.6	2	-2.0	7
CCN1C(=O)S/C(=C/c2ccc(Sc3nc4ccccc4[nH]3)o2)C1=O	5	-18	0	26	3	-0.1	-5	-2.1	-3
CNc1c(N)c(=O)oc2ccccc12	5	14	7	2	-1	0.0	-5	1.2	-5
Cc1ccc(S(=O)(=O)NNC(=O)Nc2ccc(Cl)cc2)cc1	7	-6	2	0	0	-1.7	-2	-1.6	-10
Cc1cc2nc(-c3ccccn3)c(-c3ccccn3)nc2cc1C	·	1	0	13	-18	-3.1	-6	-3.6	7
O=C(NCCc1ccc(Cl)cc1Cl)c1cc([N+](=O)[O-])c[nH]c1=O	-2	-6	7	-3	3	-1.8	27	-0.6	3
Cc1ccc(NC(=O)CSc2n[nH]c(N)n2)cc1S(=O)(=O)N1CCOCC1	0	-3	5	3	1	-0.6	-2	-2.7	4
COc1ccc(C)cc1-n1nnnc1SCC1CCCO1 (stereo unspecified)	2	2	2	-9	-10	-1.8	-3	-2.8	-2
O=C(CN(c1ccccc1Cl)S(=O)(=O)c1ccccc1)N/N=C/c1ccccc1C(=O)O	3	-28	-6	12	-56	-3.4	24	-3.0	12
CCNC(=O)CNC(=O)c1nn(Cc2ccccc2)c(=O)c2ccccc12	-1	0	-10	21	-10	-0.5	-4	-2.0	1

High-throughput results (PubChem BioAssay)
